Screens: PubChem, several laboratories
NTR1 agonist = NTR1-driven beta-arrestin-GFP spot formation – imaging, U2OS cells, high content, primary screen (AID 493036); activation, % at 20 µM; 0.17% of 330,000 active; P30989; agonist mode;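 active means activation at or above 40% of the spot to cytoplasm intensity ratio, with at least 20 cells analyzed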;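 further: 0% = DMSO without peptide and 100% = 100 nM NTR1 peptide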
Target sequence (P30989 whole entry, looked up): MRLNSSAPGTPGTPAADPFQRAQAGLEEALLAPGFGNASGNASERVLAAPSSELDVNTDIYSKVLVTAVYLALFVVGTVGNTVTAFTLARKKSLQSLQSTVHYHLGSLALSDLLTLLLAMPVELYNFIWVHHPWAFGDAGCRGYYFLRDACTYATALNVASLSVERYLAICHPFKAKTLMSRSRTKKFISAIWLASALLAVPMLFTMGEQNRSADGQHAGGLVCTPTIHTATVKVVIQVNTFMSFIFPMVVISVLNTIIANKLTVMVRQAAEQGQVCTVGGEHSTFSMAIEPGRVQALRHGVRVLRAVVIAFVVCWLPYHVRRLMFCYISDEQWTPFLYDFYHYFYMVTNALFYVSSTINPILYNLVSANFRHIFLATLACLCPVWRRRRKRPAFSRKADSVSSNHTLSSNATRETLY
GPR55 antagonists = GPR55 antagonists blocking LPI-driven arrestin recruitment, primary screen, imaging, U2OS, beta-arrestin-GFP, LPI agonist (AID 2013); 0.13% of 290,000 active; one-dose inhibition, % at 10 µM; IC50 in µM for titrated hits; U2OS GPR55 beta-arrestin-GFP translocation imaging, LPI antagonism; higher % means a stronger effect;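 active means spots per cell inhibited over 60%, with over 100 cells counted and total cytoplasm intensity under 500,000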;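 further: U2OS cells stably carrying GPR55 and arrestin-GFP stimulated by 5 µM LPI near EC80; imaged beta-arrestin-GFP aggregate spots per cell after agonist stimulation; plate controls were LPI-stimulated DMSO wells for no effect and DMSO wells without LPI for full effect; some results filed as inactive read as strong as hits; confirmed hits need IC50 under 10 µM and bright autofluorescent wells are also inconclusive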
GPR55 beta-arrestin = GPR55 agonists via beta-arrestin recruitment, primary screen, imaging, U2OS cells, beta-arrestin-GFP redistribution (AID 1961) | one-dose activation, % at 10 µM; EC50 in µM for titrated hits | 0.048% of 290,000 active | U2OS GPR55 beta-arrestin-GFP redistribution imaging; higher % means a stronger effect;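 active means activation above 40% with more than 50 cells counted in the well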;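 further: U2OS osteosarcoma cells stably expressing GPR55 and beta-arrestin-GFP; plate controls were DMSO negative control for no effect and LPI positive control for full effect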
LYP phosphatase = inhibitors of LYP phosphatase, biochemical, fluorescence intensity, uHTS (AID 1779); 0.054% of 290,000 active; inhibition, % at 11.5 µM; hits with a dose series show IC50 in µM; recombinant LYP phosphatase, fluorescence intensity; higher % means a stronger effect; in the data active means inhibition above about 50%;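 further: plate controls were vehicle with enzyme for no effect and no enzyme for full effect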
T cell HTS = modulates CD8 T cell binding to vesicles | 2C CD8+ T cell-vesicle binding, flow cytometry; stronger effect = lower value | calls only at 7 µM | 0.068% of 330,000 active | AID 2052;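 active means response, share of CD8 T cells binding vesicles, and their 90th percentile fluorescence all below set limits, cut at about 80% in these data, passing the limit was not always enough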
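material = purified 2C TCR transgenic mouse naive CD8+ T cells | controls = Unloaded micro-vesicles (low), QL9 vesicles with 0.7% DMSO (high) | detection = cytometric PE anti-B7-1 and Alexa647 anti-CD8 signals after 1% paraformaldehyde fixation | incubation = binding step 1.5 h, 37 °C, antibody labelling 20 min, ice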
Hep lipid drop = hepatic lipid droplet formation modulation | AML12 mouse hepatocytes, oleate lipid droplets, BODIPY imaging | inhibition, % at 6.5 µM | 0.4% of 240,000 active;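 active means lipid droplet intensity inhibited by at least 50%, with more than 500 cells counted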
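Assay system: AML12 mouse liver cells | Compound dosing: One dose, 6.5 µM compound | Read-out basis: Droplet intensity reduction, % inhibition | Measured by: Fluorescence imaging, 20x objective, two fields per well | Schedule: Overnight treatment with compound plus oleate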
Large T inhibition = SV40 large T antigen inhibitors, biochemical (AID 1903); SV40 large T antigen ATPase/helicase inhibition assay; higher % means a stronger effect; inhibition, % at 20 µM, or IC50 in µM where a hit was titrated; 0.39% of 310,000 active; in the data active means a potency from the dose series; further: strong numbers were not always called active
Rac1 GTP hydrolysis = MgcRacGAP GTPase-activating activity inhibitors, confirmation, biochemical, ADP Hunter fluorescence; MgcRacGAP-stimulated Rac1 GTP hydrolysis, ADP Hunter fluorescence; higher % means a stronger effect; GST-tagged Rac1 F28L mutant substrate; inhibition, % at 30 µM, or IC50 in µM where a hit was titrated; 0.6% of 340,000 active;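 active means first-screen hits whose inhibition reached a set limit at any dose in the follow-up dose series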;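 further: fluorescence reports GDP produced by GAP-driven GTP hydrolysis; strong numbers were not always called active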
GPR35 arrestin U2OS = inhibition of zaprinast-stimulated GPR35 beta-arrestin translocation – imaging, U2OS, beta-arrestin-GFP, zaprinast agonist, primary screen (AID 2058); U2OS GPR35 beta-arrestin-GFP translocation imaging, zaprinast antagonism; higher % means a stronger effect; inhibition, % at 10 µM, or IC50 in µM where a hit was titrated; 0.052% of 290,000 active;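 active means inhibition of at least 50% with at least 30 cells and total cytoplasm GFP at most 10,000,000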
Hep lipid drop cells 6.5 µM = further read-out of Hep lipid drop, marked with its call; cell count; measured here: cell count, cytotoxicity flag;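 cells counted across two imaged fields per well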
T cell HTS vesicle-bound % = further read-out of T cell HTS, marked with its call; double positive events, %; measured here: CD8+ vesicle-bound cell fraction;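 binding gate set so that unloaded-vesicle control wells show 10% double positive cells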
NTR1 agonist cell count 20 µM = further read-out of NTR1 agonist, marked with its call; cell count; measured here: cell count, cytotoxicity flag
An asterisk follows results filed as active; i = inactive; . = no result given.

1) Cc1ccc2nc(-c3ccc(NS(=O)(=O)c4c(C)n(C)c(=O)n(C)c4=O)cc3)sc2c1
2) COc1ccc(CNC(=O)CN2C(=O)C3CCCN3c3ncc(Cl)cc32)cc1 (centres undefined)
3) O=C1C2C3C=CC(C4CC34)C2C(=O)N1/N=C/c1ccc([N+](=O)[O-])o1 (centres undefined)
4) Cn1c(/C=N/NC(=O)c2ccccc2Br)nc2ccccc21
5) N=C1C(c2ccccc2)=C(O)CN1c1cccc(S(=O)(=O)N2CCCCC2)c1
6) CCOC(=O)C1CCN(C(=O)C2CCN(c3nnc(-n4cccc4)s3)CC2)CC1

Assay by compound	1	2	3	4	5	6
NTR1 agonist	0.9	-1.3	1.8	-0.3	-0.2	0.6
NTR1 agonist cell count 20 µM	49	85	53	39	53	61
GPR55 antagonists	65%	-6%	-1%	-15%	4%	4%
GPR55 beta-arrestin	-0.1%	0.2%	0.0%	0.3%	0.3%	-0.3%
LYP phosphatase	-3%	-4%	-9%	-3%	-4%	-7%
T cell HTS	i	i	i	i	i	i
T cell HTS vesicle-bound %	23	28	18	63	9	30
Hep lipid drop	0	1	3	.	11	-2
Hep lipid drop cells 6.5 µM	748	770	642	.	736	741
Large T inhibition	10%	11%	10%	1%	14%	14%
Rac1 GTP hydrolysis	14%	-3%	-3%	3%	9%	12%
GPR35 arrestin U2OS	0%	-2%	-9%	10%	15%	29%

7) O=c1c2ccccc2nc(/C=C/c2ccc3c(c2)OCO3)n1CCCO
8) CCN1C(=O)C2C(c3cccc(F)c3)NC(C)(C(=O)OC)C2C1=O (centres undefined)
9) Cn1c(=O)[nH]c(=O)c2c1nc(N1CCCCC1)n2CC(O)CN1CCCCC1 (centres undefined)
10) Cc1ccc(C)n1NC(=O)c1ccccc1
11) COC(=O)c1ccc(S(=O)(=O)NCc2ccccc2)n1C
12) O=C(O)CNS(=O)(=O)c1c(Cl)cccc1Cl

Assay by compound	7	8	9	10	11	12
NTR1 agonist	.	0.2	-0.2	.	1.3	1.7
NTR1 agonist cell count 20 µM	.	96	83	.	38	67
GPR55 antagonists	0%	-1%	6%	10%	-13%	8%
GPR55 beta-arrestin	-0.1%	0.2%	0.3%	-0.2%	0.0%	0.5%
LYP phosphatase	-3%	-6%	-3%	-6%	-7%	-5%
T cell HTS	.	i	i	i	i	i
T cell HTS vesicle-bound %	.	24	14	42	7	58
Hep lipid drop	4	.	.	.	6	1
Hep lipid drop cells 6.5 µM	679	.	.	.	689	719
Large T inhibition	-4%	19%	-1%	5%	4%	8%
Rac1 GTP hydrolysis	-1%	3%	2%	7%	9%	3%
GPR35 arrestin U2OS	7%	14%	3%	-13%	-2%	-5%

Some of the entries so far, with tabs:
#	molecule	NTR1 agonist	NTR1 agonist cell count 20 µM	GPR55 antagonists	GPR55 beta-arrestin	LYP phosphatase	T cell HTS	T cell HTS vesicle-bound %	Hep lipid drop	Hep lipid drop cells 6.5 µM	Large T inhibition	Rac1 GTP hydrolysis	GPR35 arrestin U2OS
12	O=C(O)CNS(=O)(=O)c1c(Cl)cccc1Cl	1.7	67	8%	0.5%	-5%	i	58	1	719	8%	3%	-5%
7	O=c1c2ccccc2nc(/C=C/c2ccc3c(c2)OCO3)n1CCCO	.	.	0%	-0.1%	-3%	.	.	4	679	-4%	-1%	7%
10	Cc1ccc(C)n1NC(=O)c1ccccc1	.	.	10%	-0.2%	-6%	i	42	.	.	5%	7%	-13%
11	COC(=O)c1ccc(S(=O)(=O)NCc2ccccc2)n1C	1.3	38	-13%	0.0%	-7%	i	7	6	689	4%	9%	-2%
9	Cn1c(=O)[nH]c(=O)c2c1nc(N1CCCCC1)n2CC(O)CN1CCCCC1 (centres undefined)	-0.2	83	6%	0.3%	-3%	i	14	.	.	-1%	2%	3%

Next section:
13) CC(=O)c1cc(F)c(N2CCN(C(=O)COc3ccc(F)cc3)CC2)cc1C
14) C=CCn1c(OCc2ccccc2)n[nH]c1=S
15) CCOC(=O)c1c(-c2ccccc2)csc1NC(=O)C(C)NCc1ccco1 (centres undefined)
16) CCOC(=O)c1nn(-c2ccccc2)c(=O)cc1SC(C)CC (centres undefined)
17) CCc1ccc(/C=C2/SC(=S)N(CCCC(=O)Nc3ccccc3C(=O)O)C2=O)cc1
18) COc1ccc(CC(=O)OCc2cc3cccc(C)c3[nH]c2=O)cc1

Assay by compound	13	14	15	16	17	18
NTR1 agonist	-0.9	-0.2	4.9	0.4	1.4	2.1
NTR1 agonist cell count 20 µM	49	66	86	58	73	55
GPR55 antagonists	6%	8%	21%	-6%	0%	6%
GPR55 beta-arrestin	-0.2%	-0.1%	-0.2%	-0.2%	-0.2%	-0.2%
LYP phosphatase	1%	-5%	7%	-1%	-7%	-10%
T cell HTS	i	i	i	i	i	i
T cell HTS vesicle-bound %	38	24	55	3	35	45
Hep lipid drop	0	0	-11	.	7	.
Hep lipid drop cells 6.5 µM	752	402	701	.	690	.
Large T inhibition	4%	6%	7%	-3%	-8%	4%
Rac1 GTP hydrolysis	4%	10%	19%	-1%	9%	6%
GPR35 arrestin U2OS	8%	-7%	2%	-2%	10%	2%

19) NC(N)=NC(N)=Nc1cccc2ccccc12
20) Cc1cccc(C)c1OCC(=O)NC1CC1
21) Cc1ccc2sc(NNC(=O)c3cc(=O)c4ccccc4o3)nc2c1C
22) CC(C)(C)n1nc2c(c1NC(=O)COc1ccc3ccccc3c1)CS(=O)C2 (centres undefined)
23) O=C(N/N=C/c1cccc(O)c1)c1cc2c(ccc3ccccc32)o1
24) CCC(=O)N(CCC(c1ccccc1)c1ccco1)Cc1cccs1 (centres undefined)

Assay by compound	19	20	21	22	23	24
NTR1 agonist	0.0	1.6	-2.0	-0.7	6.5	-1.5
NTR1 agonist cell count 20 µM	48	54	108	43	67	68
GPR55 antagonists	4%	10%	-8%	-11%	11%	2%
GPR55 beta-arrestin	-0.1%	0.0%	-0.1%	0.6%	-0.1%	-0.1%
LYP phosphatase	-12%	-6%	2%	-6%	-4%	-9%
T cell HTS	i	i	i	i	i	i
T cell HTS vesicle-bound %	16	53	35	17	9	18
Hep lipid drop	-1	-6	17	.	12	.
Hep lipid drop cells 6.5 µM	686	693	746	.	658	.
Large T inhibition	-2%	7%	30%	-1%	15%	1%
Rac1 GTP hydrolysis	13%	8%	24%	9%	10%	5%
GPR35 arrestin U2OS	11%	6%	2%	-14%	-1%	19%

25) O=C(Nc1nnc(-c2ccco2)o1)c1cccc2ccccc12
26) COC(=O)C1=C(C(=O)OC)[C@@H]2N(Cc3ccccc3)c3ccccc3[C@@]23C[C@@H](CO)N(C(=O)NC2CCCC2)C3=N1
27) c1ccc(-n2nnnc2Oc2cccc3cccnc23)cc1
28) COc1ccccc1CNC(=O)c1ccc(NS(=O)(=O)c2cccs2)cc1
29) COc1ccc(NC(=S)N2CCN(S(=O)(=O)c3ccccc3)CC2)cc1
30) Cc1onc(-c2ccccc2)c1CNC(=O)Nc1ccc(C(F)(F)F)cc1

Assay by compound	25	26	27	28	29	30
NTR1 agonist	0.1	0.2	2.7	37	-0.6	3.2
NTR1 agonist cell count 20 µM	46	60	53	64	48	51
GPR55 antagonists	7%	-4%	-1%	-17%	-1%	-12%
GPR55 beta-arrestin	-0.5%	-0.1%	0.2%	-0.1%	-0.1%	0.2%
LYP phosphatase	0%	-1%	-1%	-4%	-10%	-6%
T cell HTS	i	i	i	i	i	i
T cell HTS vesicle-bound %	43	29	17	42	31	18
Hep lipid drop	-17	-3	-4	5	-7	-8
Hep lipid drop cells 6.5 µM	433	604	702	834	688	742
Large T inhibition	7%	19%	4%	4%	12%	23%
Rac1 GTP hydrolysis	5%	12%	9%	-5%	5%	.
GPR35 arrestin U2OS	1%	-7%	-3%	-8%	-1%	2%

31) CCC(C)C(NC(=O)c1ccccc1NC(=O)c1ccccc1)C(=O)O (centres undefined)
32) Cc1ccsc1C1C2=C(CCCC2=O)Nc2ncnn21 (centres undefined)
33) Cc1ccc(NS(=O)(=O)c2ccc(C(=O)N3CCCCCCC3)cc2)cc1
34) Cc1ccc(C(=O)c2c3ccccc3[n+]([O-])n2CCC(N)=O)cc1
35) Cc1ccc(NC2(C(F)(F)F)N=C(c3ccccc3)NC2=O)nc1 (centres undefined)
36) O=C(O)CP(=O)(c1ccccc1)c1ccccc1

Assay by compound	31	32	33	34	35	36
NTR1 agonist	-1.1	0.4	3.5	-3.2	1.0	0.0
NTR1 agonist cell count 20 µM	50	75	69	92	73	24
GPR55 antagonists	-6%	19%	4%	10%	87%*	-12%
GPR55 beta-arrestin	0.3%	0.3%	0.0%	0.1%	0.1%	0.2%
LYP phosphatase	-9%	-2%	4%	-7%	-5%	-1%
T cell HTS	i	i	i	i	i	i
T cell HTS vesicle-bound %	24	34	53	60	51	58
Hep lipid drop	0	19	-38	2	1	.
Hep lipid drop cells 6.5 µM	704	697	685	770	658	.
Large T inhibition	2%	4%	8%	17%	-1%	4%
Rac1 GTP hydrolysis	-8%	9%	7%	2%	5%	-4%
GPR35 arrestin U2OS	0%	11%	2%	14%	9%	-1%

37) COc1ccc(CCNC(=O)c2cnccn2)cc1
38) O=C(N=Nc1c(O)[nH]c2ccccc12)c1cc(-c2cccs2)[nH]n1
39) COc1cc(CN2CCCC(CO)(Cc3ccccc3)C2)ccc1O (centres undefined)
40) Cc1cc(-c2nnc(SCC(=O)Nc3ccccn3)o2)no1
41) O=C(c1ccc(Br)s1)N1CCN(c2ccccn2)CC1

Assay by compound	37	38	39	40	41
NTR1 agonist	-1.8	2.3	-0.1	-1.6	0.6
NTR1 agonist cell count 20 µM	45	60	64	61	59
GPR55 antagonists	3%	-7%	-26%	0%	1%
GPR55 beta-arrestin	0.3%	-0.2%	-0.1%	0.9%	0.0%
LYP phosphatase	-3%	-6%	-6%	-7%	1%
T cell HTS	i	i	i	i	i
T cell HTS vesicle-bound %	54	29	55	49	4
Hep lipid drop	.	19	-5	15	-4
Hep lipid drop cells 6.5 µM	.	646	823	750	788
Large T inhibition	4%	.	8%	5%	-6%
Rac1 GTP hydrolysis	5%	13%	-7%	-8%	4%
GPR35 arrestin U2OS	-6%	-8%	-1%	4%	0%
